Screening results as filed in PubChem BioAssay.
STAT1 activator: STAT1 signaling activators, primary screen, cell-based, HTS, luciferase reporter; 2.6% of 200,000 active; NIH 3T3 STAT1-luciferase reporter, IFN-gamma, luminescence; 100% = IFN-gamma alone, no compound; AID 932, 2007; activation (% of control), % at 5.5 µM;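 active = activation above the screen-wide mean activation plus 3 SD, cut at about 130% in these data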;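 note: raw ratio to IFN-gamma control signal so 100% means no change and 0% no light; values of inactives mirror those of a sister screen read the other way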
NF-kB neuron act: activators of NF-kB expression in neurons, primary screen, cell-based, HTS. human neuronal cells, NF-kB reporter expression; hits give high values. fold change at 12.5 µM. 1.6% of 190,000 active. AID 1239, 2008; in the data active = fold change above about 3.3
STAT1 inh: STAT1 signaling inhibitors, primary screen, cell-based, HTS, luciferase reporter; 0.35% of 200,000 active; AID 920, 2007; inhibition, % at 5.5 µM; NIH 3T3 STAT1-luciferase reporter, IFN-gamma, luminescence;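 active = inhibition above a set limit, the mean inhibition across all tested compounds plus 3 SD, cut at about 34% in these data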;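 note: 0% = IFN-gamma with DMSO and 100% = IFN-gamma with 300 µM nifuroxazide; values of inactives mirror those of a sister screen read the other way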
APP 5UTR inh: inhibitors of APP translation via 5'UTR reporter, primary screen, APP 5'UTR luciferase, SH-SY5Y cells. SH-SY5Y APP 5'UTR-luciferase reporter, luminescence. inhibition, % at 2 µM. 0.82% of 190,000 active;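 active = inhibition above a set limit, derived from the sample mean plus 3 SD, cut at about 45% in these data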; note: values of inactives mirror those of a sister screen read the other way
APP 5'UTR act: activators of APP 5'UTR luciferase reporter, primary screen, SH-SY5Y cells; activation, % at 2 µM; AID 1276, 2008; 1% of 190,000 active; SH-SY5Y APP 5'UTR luciferase reporter, luminescence; zero percent = DMSO vehicle wells;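 active = activation above a set limit, based on mean plus 3 SD of controls, cut at about 140% in these data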; note: values of inactives mirror those of a sister screen read the other way
RAM network inh: inhibitors of the yeast RAM network, primary screen, dse1pr::URA3 reporter, 5-FOA selection. S. cerevisiae dse1pr::URA3 reporter, 5-FOA growth OD615, 2 d; analog-sensitive cbk1-as2 kinase mutant strain. 1.8% of 190,000 active. inhibition, % at 50 µM;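 active = inhibition above a set limit, 3 SD over mean compound inhibition, cut at about 8.4% in these data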;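 note: 0% = DMSO-only wells with no growth and 100% = 10 µM 1-NA-PP1 full growth; inhibition rescues growth on 5-FOA so higher OD means more RAM inhibition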
FLuc inhib CS: firefly luciferase enzyme inhibitors, primary screen, artefact control for luciferase-based inhibitor screens, biochemical, luminescence, ATPLite | Luciferin 4-monooxygenase (Photinus pyralis), P08659 | 10 min | inhibition, % at 10 µM | 1.5% of 200,000 active;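 active = inhibition above about 50% when tested at 10 µM, limit read from the data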
Target sequence (P08659 whole entry, looked up): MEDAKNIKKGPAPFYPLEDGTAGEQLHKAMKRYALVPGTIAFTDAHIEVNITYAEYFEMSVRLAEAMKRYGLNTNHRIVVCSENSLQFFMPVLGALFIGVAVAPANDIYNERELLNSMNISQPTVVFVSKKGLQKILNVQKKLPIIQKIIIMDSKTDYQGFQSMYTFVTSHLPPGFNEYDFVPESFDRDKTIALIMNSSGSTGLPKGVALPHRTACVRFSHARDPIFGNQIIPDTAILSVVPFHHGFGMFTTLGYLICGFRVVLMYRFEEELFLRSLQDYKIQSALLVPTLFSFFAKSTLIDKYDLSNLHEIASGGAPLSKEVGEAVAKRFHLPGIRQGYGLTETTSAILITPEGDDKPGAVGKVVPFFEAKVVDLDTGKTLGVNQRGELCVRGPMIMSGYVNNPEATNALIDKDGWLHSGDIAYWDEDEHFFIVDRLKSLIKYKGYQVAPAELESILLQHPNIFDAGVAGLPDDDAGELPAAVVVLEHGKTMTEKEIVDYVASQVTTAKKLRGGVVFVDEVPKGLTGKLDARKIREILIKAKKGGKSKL
Hsp70 act: Hsp70 transcriptional activators, primary screen, cell-based, HeLa, Hsp70 promoter luciferase, luminescence, 10 µM; AID 1203, 2008; HeLa Hsp70 promoter luciferase reporter; scaled: vehicle 0, proteasome-inhibitor control 100%; activation, % at 10 µM; 0.04% of 200,000 active;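 active = activation above the mean across all tested compounds plus 3 SD, cutoff set per campaign, cut at about 5.5% in these data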;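 note: 100% = MG132 at 30 µM as the positive control and 0% = DMSO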
STAT3 activator: IL-6 driven STAT3 reporter potentiators, primary screen, U3A cells, luciferase, luminescence, MLSCN library | AID 871, 2007 | 0.91% of 190,000 active | activation (% of control), % at 5.6 µM | IL-6 STAT3-luciferase reporter; 100% = signal with IL-6 EC80 alone;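 active = activation above the screen-wide mean of compound activation plus 3 SD, cut at about 130% in these data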;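 note: 0% = background luminescence of wells with medium and substrate only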
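Material: STAT1-lacking human U3A cells, STAT3 luciferase reporter | Benchmarks: IL-6-only wells as 100% reference | Probe or stimulus: IL-6 (33 ng/mL) | Timing: Compound 1 h, then IL-6 6 h at 37 °C | Detection: Luminescence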
STAT3 inh: IL-6 driven STAT3 reporter inhibitors, primary screen, U3A cells, luciferase, luminescence, MLSCN library. IL-6 STAT3-luciferase reporter; host cell line lacks STAT1. inhibition, % at 5.5 µM. 0.89% of 190,000 active. AID 862, 2007;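 active = inhibition above the mean inhibition across all screened compounds plus 3 SD, cut at about 44% in these data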;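 note: 0% = DMSO only wells and 100% = 100 µM nifuroxazide control wells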
Numbers without * were called inactive; / = not tested or not shown.

The line under a structure holds: STAT1 inh	Hsp70 act	NF-kB neuron act	STAT3 inh	STAT3 activator	FLuc inhib CS	APP 5UTR inh	RAM network inh	APP 5'UTR act	STAT1 activator
NC(=S)N/N=C/c1ccccc1
    9.1	-0.4	1.02	7.0	90.1	-2.3	0.3	0.9	-0.3	91.7
CCOC(=O)C1(CCOC)CCN(Cc2nc(C(C)C)cs2)CC1
    5.9	0.2	1.07	-13.7	113.8	-7.7	-6.3	0.4	6.3	92.8
CCOc1ccc(N(C(=O)/C=C/C(=O)Nc2cc(C)on2)C(C(=O)NC2CCCC2)c2ccccc2C)cc1 (stereo not drawn)
    0.7	-0.3	0.6	5.0	98.2	-1.2	-3.7	2.0	3.7	99.4
Cc1ccc(N2CCN(S(=O)(=O)N3CCCCC3)CC2)cc1C
    4.3	-0.1	0.99	5.5	102.6	-3.1	-5.5	2.8	5.5	96.1
COc1cccc(-c2csc(N3CCN(C(=O)Nc4ccc(F)cc4)CC3)n2)c1
    8.0	-0.6	0.66	20.4	84.1	-5.1	-0.1	3.8	0.1	93.2
CCOc1ccc(CC2c3cc(OCC)c(OCC)cc3CCN2C(=O)c2cc(OC)c(OC)c(OC)c2)cc1OCC (stereo not drawn)
    -1.4	0.1	0.67	-12.5	111.3	-4.9	-4.6	2.9	4.6	101.3
Cc1ccc2nc(-c3cccc(N)c3)oc2c1
    20.0	-0.4	3.92*	55.0*	56.9	93.0*	/	1.8	/	81.5
Cc1cc(Nc2ccc(F)c(Cl)c2)n2ncnc2n1
    -6.5	0.0	1.4	-5.9	104.1	-5.5	-24.1	1.6	24.1	103.3
CN(C)C(=O)c1snnc1-c1ccccc1
    -0.9	-0.2	1.13	-0.2	101.5	2.0	14.5	1.3	-14.5	100.9
CCOC(=O)c1c(C)[nH]c(=S)c(C#N)c1-c1ccc(OC)cc1
    6.7	0.0	1.11	5.5	100.3	-8.1	2.1	0.1	-2.1	93.8
Cc1nc(S(=O)(=O)c2ccc(Cl)cc2)nc2c1CCC2
    2.3	-0.4	1.09	-5.7	111.6	-6.9	-5.5	0.1	5.5	97.9
O=S(=O)(NC1=NCCCCCC1)c1cccs1
    2.0	0.0	1.13	9.5	97.1	-7.1	4.4	-0.6	-4.4	98.2
Cc1nc2ccccc2cc1OCc1ccccc1
    19.0	0.1	1.24	69.4*	48.6	2.2	-5.3	0.1	5.2	82.9
O=[N+]([O-])c1ccc(/C=N/Nc2nc(NCc3ccccc3)nc(N3CCOCC3)n2)cc1
    -9.7	0.0	0.93	23.1	86.1	3.6	-10.6	4.6	10.6	108.7
CCCCn1c(SCC2CCCCO2)nc2cc(S(N)(=O)=O)ccc21 (stereo not drawn)
    -6.7	0.0	0.9	16.6	89.9	-2.9	-4.0	-0.7	4.0	106.2
C/C(=N/N1CCN(c2ccccn2)CC1)c1cccc([N+](=O)[O-])c1
    -24.3	-0.2	1.43	7.2	92.0	-5.6	-11.1	1.8	11.1	121.6
CNC(=S)Nc1ccc2[nH]c(=O)[nH]c2c1
    -13.9	-0.6	1.14	10.7	95.0	-3.1	-25.9	2.2	25.9	109.9
COc1ccccc1OCc1nnc(SCC(=O)NCc2ccco2)n1-c1ccccc1
    4.4	-0.1	1.37	1.6	100.5	0.7	-8.9	-0.1	8.9	98.2
CNC(=O)C1CC(=O)N(Cc2ccc3c(c2)OCO3)C(=Nc2ccc(F)cc2)S1 (stereo not drawn)
    4.5	0.2	1.12	13.7	96.5	-4.7	13.7	4.7	-13.7	95.9
CCNc1nc(OC)nc(Oc2ccc(=O)n(-c3ccccc3)n2)n1
    -3.3	-0.5	1.28	1.4	102.4	-5.3	4.2	1.2	-4.2	103.0
CS(=O)(=O)N(CC(=O)Nc1ccc(C(N)=O)cc1)C1CCCCC1
    -7.1	-0.3	0.86	-2.5	107.5	-3.2	11.7	1.5	-11.7	106.6
CCCCC(=O)NC(=S)NNC(=O)CC#N
    -9.2	-0.2	1.07	-3.4	103.0	-4.8	8.4	-0.6	-8.4	108.4
O=C(CSc1nc(-c2ccc(F)cc2)cs1)N1CCOCC1
    -30.0	-0.2	1.94	21.0	85.4	9.3	-30.7	0.9	30.7	128.9*
CCOc1ccc(C2N(c3ccc(F)cc3)C(=O)C3CCCN32)cc1 (stereo not drawn)
    -7.1	0.0	1.02	0.4	103.7	-5.6	-3.2	0.0	3.2	106.4
O=C(CCc1ccccc1)NNC(=O)C12CC3CC(CC(C3)C1)C2
    1.9	-0.2	1.03	2.5	104.5	0.6	-15.5	0.1	15.5	98.3
O=C(COC(=O)c1cnc(Cl)c(Cl)c1)NCc1ccco1
    0.4	-0.2	1.07	8.1	98.8	-1.6	6.8	0.5	-6.8	98.3
C=CCn1c(C)cc(C(=O)CSc2nnc(NCc3ccccc3)s2)c1C
    -12.8	-0.2	1.2	-3.5	106.7	2.9	-15.9	14.2*	15.9	111.7
O=C(CCSc1ccc(Cl)cc1)NN=C1CCCCCC1
    -4.6	-0.2	1.03	2.5	99.9	-0.2	12.2	0.8	-12.2	102.7
Cc1ccnc(N2CCN(C(=O)CSc3nc4ccccc4nc3N3CCCCC3)CC2)c1
    3.9	0.0	0.87	1.6	102.3	-5.0	1.9	-0.8	-1.9	97.7
CC(C)NC(=O)C1CCCN(S(=O)(=O)c2cccs2)C1 (stereo not drawn)
    -1.3	-0.2	1.18	5.1	99.8	2.0	-1.4	0.3	1.4	101.2
CS(=O)(=O)NCCSCc1c(F)cccc1Cl
    -0.9	-0.4	1.19	4.4	99.2	-4.3	-8.4	2.3	8.4	100.8
CN(CC(=O)Nc1ccc(F)cc1[N+](=O)[O-])Cc1ccccc1
    -1.1	-0.4	1.14	5.0	97.2	-3.5	5.1	0.7	-5.1	100.0
CC(NCc1ccc2c(c1)OCO2)C(=O)NC1CCCCC1 (stereo not drawn)
    4.9	-0.3	1.22	-0.1	102.1	-8.2	4.0	0.6	-4.0	93.9
COc1cc(/C=N/NC(=O)c2cccnc2)ccc1OCC(=O)Nc1ccccc1Cl
    -38.5	0.0	0.87	-3.0	103.9	2.4	0.5	2.7	-0.5	135.8*
CC(C)(C)N1CC(c2nc3ccccc3n2Cc2ccc(F)cc2)CC1=O (stereo not drawn)
    0.2	-0.5	1.09	-2.6	103.1	-0.8	-4.6	-0.7	4.6	95.7
CCc1nnc(NC(=O)CSc2nc(-c3ccccc3)c(-c3ccccc3)o2)s1
    -6.8	-0.2	1.09	-5.3	103.5	-2.6	0.3	0.8	-0.3	106.1
CCN(CC)S(=O)(=O)c1ccc(Cl)c(C(=O)NCC2CCCO2)c1 (stereo not drawn)
    8.8	-0.4	1.04	8.0	96.3	-3.6	2.4	0.8	-2.4	92.0
OCc1cnc(SCc2ccccc2)n1Cc1ccccc1
    -3.2	0.1	1	-1.8	105.6	-1.6	-3.7	0.0	3.7	99.9
CCCC(=O)OCCNc1cc(Sc2nc3ccccc3[nH]2)c2nonc2c1[N+](=O)[O-]
    -2.9	-0.3	0.13	-3.5	103.2	-2.0	74.5*	2.7	-74.5	102.5
Cc1noc(/C=C/Nc2ccc(F)cc2F)c1[N+](=O)[O-]
    -50.4	-0.2	6.93*	24.0	85.3	1.4	-173.0	3.7	173.0*	146.6*
COC(=O)c1cccc(CSc2nnc(-c3ccco3)n2-c2ccccc2)c1
    4.5	-0.4	0.9	3.5	102.5	-3.8	10.5	0.7	-10.5	96.4
CCOC(=O)c1nn(-c2ccc(OCC)cc2)c2nc(-c3ccco3)c(C#N)c(=O)n12
    1.0	-0.5	2.64	23.0	82.8	-7.4	-5.9	2.7	5.9	99.1
COc1cccc(C(=O)N2CCN(S(=O)(=O)Cc3ccccc3)CC2)c1OC
    -7.9	-0.1	0.97	1.7	100.2	-7.3	9.9	4.3	-9.9	107.3
CCCC(=O)n1nc(-c2ccco2)nc1N
    -1.0	-0.2	1.21	-6.4	106.1	-1.1	-2.6	2.2	2.6	100.9
Cc1cc(C(=O)Cn2nc(C(=O)O)c3ccccc3c2=O)c(C)n1C1CC1
    -15.6	-0.2	0.75	-5.3	106.7	10.7	-26.4	5.8	26.4	115.2
CC(=O)c1ccc(NC(=O)CSc2ccc3nnc(-c4cccnc4)n3n2)cc1
    -0.1	0.0	0.79	2.4	102.1	-7.3	4.6	1.6	-4.6	100.0
Cc1cc2c(=O)n(Cc3ccco3)c(SCC(=O)c3ccc(Cl)s3)nc2s1
    11.9	-0.1	1.25	31.6	76.0	-2.8	-25.9	6.3	25.9	89.0
O=C(NCCN1CCCC1)c1ccc2c(c1)N(Cc1ccc(F)cc1)C(=O)c1ccccc1S2=O (stereo not drawn)
    -1.2	-0.1	1.12	-9.1	107.6	-9.0	-12.3	1.9	12.3	102.0
NS(=O)(=O)c1ccc(NC(=S)NC(=O)C2CCCCC2)cc1
    -4.0	-0.2	1.44	-7.8	108.7	-9.3	-13.0	2.4	13.0	102.1
COc1ccccc1N1CCN(C(=O)Oc2ccccc2)CC1
    -7.6	-0.1	1.19	11.5	91.3	-5.5	-5.5	1.2	5.5	106.0
CCCN(CC1CC1)C(=O)Nc1ccccc1C
    1.9	-0.3	1.05	-7.2	108.7	-13.1	-5.3	2.1	5.3	99.8
OC(COCC1COc2ccccc2O1)CN1CCN(c2ccccc2F)CC1 (stereo not drawn)
    0.8	-0.2	0.92	5.7	95.7	-2.8	-9.7	2.6	9.7	99.2
CCN(CC)CCCNC(=O)Cn1cnc2ccc(S(=O)(=O)N3CCC(C)CC3)cc2c1=O
    0.3	-0.4	1.4	9.6	93.8	-2.7	-1.9	2.9	1.9	99.2
CCn1c(=N)n(CC(O)c2ccccc2)c2ccccc21 (stereo not drawn)
    7.3	-0.4	1.26	4.8	96.1	-2.2	11.6	1.6	-11.6	96.1
O=C(CCC1CCCN(C(=O)c2cc(C3CC3)[nH]n2)C1)N1CCN(c2ccccn2)CC1 (stereo not drawn)
    8.6	-0.1	0.86	19.2	88.0	0.4	-15.2	0.1	15.2	91.9
CC(=O)Nc1sc(C)c(C)c1CN1CCN(S(=O)(=O)c2ccccc2)CC1
    0.3	-0.2	0.75	24.8	84.1	-7.8	28.5	0.0	-28.5	100.9

Part of the list above in order of formula weight, falling:
The line under a structure holds: STAT1 inh	Hsp70 act	NF-kB neuron act	STAT3 inh	STAT3 activator	FLuc inhib CS	APP 5UTR inh	RAM network inh	APP 5'UTR act	STAT1 activator
O=C(CCC1CCCN(C(=O)c2cc(C3CC3)[nH]n2)C1)N1CCN(c2ccccn2)CC1 (stereo not drawn)
    8.6	-0.1	0.86	19.2	88.0	0.4	-15.2	0.1	15.2	91.9
CC(=O)c1ccc(NC(=O)CSc2ccc3nnc(-c4cccnc4)n3n2)cc1
    -0.1	0.0	0.79	2.4	102.1	-7.3	4.6	1.6	-4.6	100.0
CCn1c(=N)n(CC(O)c2ccccc2)c2ccccc21 (stereo not drawn)
    7.3	-0.4	1.26	4.8	96.1	-2.2	11.6	1.6	-11.6	96.1
